# GRP78 ERSR act: qHTS for Inducers of the Endoplasmic Reticulum Stress Response (ERSR) in Human Glioma: qHTS; 0.02% of 420,000 active; Potency, µM, without a hit: at the top dose activation, hits mostly activators; U87-MG GRP78 promoter luciferase reporter, 16 h; further: potency means the concentration at half of the fitted maximal effect; series mostly up to about 76 µM; % of control where 0% means no effect; nearly all actives have a fitted effect of over 35% in size
#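 ERSR induction read as luciferase luminescence (Bright-Glo, 10 min at room temperature) in stably transfected human U87-MG glioma cells exposed to compounds for 16 h, using GRP78 as sensor.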
# USP1 inh: Inhibitors of USP1/UAF1: Primary Screen; recombinant USP1/UAF1, Ub-Rhodamine cleavage fluorescence; Potency, µM (series often up to 57.1 µM), for the others: at the top dose activity change, negative = inhibition, hits mostly inhibitors; 0.23% of 390,000 active; AID 743255, 2014; further: potency means the concentration at half of the fitted maximal effect; on the % scale 0 is the no-effect control and ±100 the full control effect; nearly all actives have a fitted effect of over 60% in size; inactives centre near -12
#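 USP1/UAF1 complex (1 nM) preincubated 15 min at room temperature with compound, then Ub-Rho substrate (150 nM final) added. Kinetic fluorescence at 480/540 nm over 6 reads at 60 s intervals; 50 mM HEPES pH 7.8, 0.5 mM EDTA, 0.1 mg/ml BSA, 1 mM TCEP, 0.01% Tween-20.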
# mIDH1 inhibitor: qHTS for Inhibitors of mutant isocitrate dehydrogenase 1 (IDH1): qHTS | Potency, µM (highest dose often 76.6 µM), without a hit: at the top dose activity change, negative = inhibition, actives largely listed as inhibitors | Isocitrate dehydrogenase [NADP] cytoplasmic (Homo sapiens), O75874 | IDH1-R132H enzyme, NADPH consumption, diaphorase/resazurin fluorescence | 0.093% of 390,000 active; further: potency means the concentration at half of the fitted maximal effect; on the % scale 0 is the no-effect control and ±100 the full control effect; nearly all actives have a fitted effect of over 65% in size
# Target sequence (O75874 whole entry R132H, stated change not applied): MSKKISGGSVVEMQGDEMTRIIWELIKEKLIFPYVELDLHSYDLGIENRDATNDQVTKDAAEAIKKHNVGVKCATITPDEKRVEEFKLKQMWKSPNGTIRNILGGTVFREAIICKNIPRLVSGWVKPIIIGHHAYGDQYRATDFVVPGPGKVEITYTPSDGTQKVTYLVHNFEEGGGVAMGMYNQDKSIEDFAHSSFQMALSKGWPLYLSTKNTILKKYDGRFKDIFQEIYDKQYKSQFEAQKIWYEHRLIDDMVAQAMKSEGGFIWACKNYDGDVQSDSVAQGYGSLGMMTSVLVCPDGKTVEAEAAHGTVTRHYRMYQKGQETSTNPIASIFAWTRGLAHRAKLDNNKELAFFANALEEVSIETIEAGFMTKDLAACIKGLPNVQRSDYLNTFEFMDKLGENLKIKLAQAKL
#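 IDH1-R132H (0.5 ug/mL) preincubated 30 min with compound, then NADPH (0.016 mM) and alpha-KG (2 mM) added; 80 min at RT, pH 7.5. Remaining NADPH coupled via diaphorase/resazurin to fluorescence (540/590 nm); concentration-response curves normalized to no-enzyme control.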
# LDHA block: qHTS assay for inhibitors of human lactate dehydrogenase. purified LDHA, NADH/diaphorase-resazurin fluorescence; stronger effect = lower value. activity change, % (values are at about 110 or 230 µM). AID 1347041, 2019. L-lactate dehydrogenase A chain (Homo sapiens), P00338. 0.15% of 480,000 active; in the data active means activity change below about -30%; inconclusive means mostly about -25% to -30%;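 further: plate controls were DMSO wells for no effect and wells without enzyme for full effect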
#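 Remaining NADH was detected by diaphorase (0.133 mg/mL) converting 37 µM resazurin to fluorescent resorufin, read at 0 and 20 minutes. The preceding 5-minute room-temperature reaction used 2 nM LDHA, 0.2 mM sodium pyruvate and 0.06 mM NADH at pH 7.4.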
# Vif-APOBEC3G blk: qHTS for Inhibitors of Vif-A3G Interactions: qHTS; HeLa A3G-eYFP + Vif (tagged APOBEC3G with the HIV-1 protein that degrades it), YFP fluorescence, overnight; Potency, µM (doses to about 46.1 µM), inactives show at the top dose activity, negative = active, most hits filed as inhibitors; 0.076% of 410,000 active; DNA dC->dU-editing enzyme APOBEC-3G (Homo sapiens), Q9HC16;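 further: potency means the concentration at half of the fitted maximal effect; on the % scale 0 is the no-effect control and ±100 the full control effect; nearly all actives have a fitted effect of over 60% in size; hits raise eYFP signal because A3G escapes Vif-driven loss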
#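 HeLa cells stably expressing Vif and C-terminally eYFP-tagged A3G, seeded overnight at 37 deg C, then exposed to compound by pintool overnight at 37 deg C. Rise in yellow fluorescence (Ex 488/Em 500-530, Acumen) marks blocked Vif-driven A3G degradation.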
# Vif-APOBEC3F blk: qHTS for Inhibitors of Vif-A3F Interactions: qHTS; HeLa A3F-eYFP + Vif (tagged APOBEC3F with the HIV-1 protein that degrades it), YFP fluorescence increase; Potency, µM (doses to about 46.1 µM), for inactives: top-dose activity, negative = active; 0.2% of 390,000 active; AID 602313, 2012; further: potency means the concentration at half of the fitted maximal effect; % of control where 0% means no effect; nearly all actives have a fitted effect of over 65% in size
#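 HeLa cells stably expressing Vif plus C-terminally eYFP-tagged A3F were seeded, incubated overnight at 37 deg C, dosed with compound, incubated overnight again at 37 deg C. Yellow fluorescence (Ex 488/Em 500-530) reported blocked Vif-mediated A3F-eYFP degradation.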
# PI4K2A block: qHTS for small molecular inhibitors of PI4K2A | purified PI4K2A, ADP-Glo luminescence, 1 h; stronger effect = lower value | activity change, negative = inhibition, % at 76.9 µM | 0.13% of 420,000 active; in the data active means activity change below about -50%; inconclusive means mostly about -30% to -49%;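 further: -100% = wells without enzyme as full effect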
#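 In this quantitative HTS, ADP production by PI4K2A was quantified luminescently after 1 h at ambient temperature; 100 microM adenosine served as plate-quality control.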
# TrxR1 substrate: qHTS Assay for Substrates of Mammalian Selenoprotein Thioredoxin Reductase 1 (TrxR1): qHTS; Potency, µM (highest dose often 114 µM), inactives show at the highest dose activity change, negative = substrate turnover; AID 588456, 2011; purified TrxR1 substrate turnover, NADPH consumption readout; Thioredoxin reductase 1, cytoplasmic (Rattus norvegicus), O89049; 0.01% of 390,000 active; further: potency means the concentration at half of the fitted maximal effect; on the % scale 0 is the no-effect control and ±100 the full control effect; nearly all actives have a fitted effect of over 50% in size
# Target sequence (O89049 whole entry, looked up): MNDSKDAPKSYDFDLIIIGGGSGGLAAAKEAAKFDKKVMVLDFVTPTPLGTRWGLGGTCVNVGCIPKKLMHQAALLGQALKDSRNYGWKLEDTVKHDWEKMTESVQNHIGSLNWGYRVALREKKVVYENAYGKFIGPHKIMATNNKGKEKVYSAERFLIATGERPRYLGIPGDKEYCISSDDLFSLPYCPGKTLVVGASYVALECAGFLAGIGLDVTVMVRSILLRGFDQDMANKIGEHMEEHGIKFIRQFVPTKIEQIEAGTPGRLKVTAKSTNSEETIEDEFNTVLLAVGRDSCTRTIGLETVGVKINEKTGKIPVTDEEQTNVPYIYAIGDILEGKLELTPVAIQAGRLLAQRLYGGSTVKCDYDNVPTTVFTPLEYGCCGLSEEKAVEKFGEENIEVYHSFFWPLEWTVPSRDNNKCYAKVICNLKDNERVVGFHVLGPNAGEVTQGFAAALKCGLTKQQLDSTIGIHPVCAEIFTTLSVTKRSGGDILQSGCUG
#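 Rat TrxR1, dispensed at 90 nM, was prereduced with 400 uM NADPH (final) for 5 min at ~22 deg C, then incubated with compound 15 min before 400 uM selenite. A first-read NADPH fluorescence drop versus no-compound background flagged substrates.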
# RXFP1 agonist: qHTS Assay for Agonists of the Relaxin Receptor RXFP1. 0.3% of 370,000 active. AID 2676, 2010. HEK293T-RXFP1 cAMP TR-FRET, 30 min; response scale: percent of porcine relaxin response, buffer zero. Relaxin receptor 1 (Homo sapiens), Q9HBX9. Potency, µM (titrated, usually from 57.5 µM), for the others: top-dose activation, actives largely listed as activators; further: potency means the concentration at half of the fitted maximal effect; on the % scale 0 is the no-effect control and ±100 the full control effect; nearly all actives have a fitted effect of over 60% in size; many of its hits are not listed in these tables
#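 cAMP rise read by TR-FRET after 30 min, 37C compound exposure (up to 58 uM) in RXFP1-transfected HEK293 cells with Ro 20174 present. EC50 from Hill-equation fits, with 29 nM porcine relaxin as 100% and buffer as basal.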
# The depositor's hits bear a star; ? = inconclusive; / = no result given; & = joins results of further samples; [ ] = another dose, or the depositor's remark. Unless noted, the call rests on the fitted dose curve; in most records, active means well fitted curve in the direction sought with a large enough effect; inconclusive means small, poorly fitted or top-dose-only effect, or another doubt; inactive means no such curve, though single readings can be large; an effect the other way counts as inactive or inconclusive.
SMILES,GRP78 ERSR act,USP1 inh,mIDH1 inhibitor,LDHA block,Vif-APOBEC3G blk,Vif-APOBEC3F blk,PI4K2A block,TrxR1 substrate,RXFP1 agonist
CCc1nnc(NS(=O)(=O)c2ccc(NC(=O)c3ccc(Cl)cc3)cc2)s1,-0.8%,-13.8%,7.5%,-7.7,-3.4%,-2.7%,-9.6,0.2%,0.3%
O=C1CS(=O)(=O)N(Cc2ccccc2F)c2ccc(Br)cc21,-1.3%,-12.9%,-18.2%,-1.3,-27.0%,4.8%,1.6,0.4%,/
O=C(Nc1ccc(F)cc1F)c1cc(-c2ccco2)on1,7.4%,-18.2%,0.5%,-8.9,0.5%,-1.2%,-3.0,-2.1%,1.1%
COc1ccc(S(=O)(=O)NCCc2sc3nc(-c4ccc(C)cc4)nn3c2C)cc1F,0.7%,-8.8%,-1.6%,-9.4,1.2%,3.6%,-0.8,2.7%[57.1 µM],2.5%
O=C(O)[C@@H]1CCCN1S(=O)(=O)c1cccc(S(=O)(=O)N2CCC[C@H]2C(=O)O)c1,-3.7%,-28.4%,7.3%,-5.7,0.8%,2.4%,-3.3,11.6%,-3.5%
C/C(CC(=O)Nc1cccc2c1CCCC2)=N\NC(=O)c1cccc2ccccc12,-3.9%,-9.0%,1.0%,-10.1,-44.2%,4.0%,-4.2,-1.0%,0.5%
COc1cc(C(=O)N2CCCCC2)ccc1OCC(=O)Nc1ccc(F)cc1,-2.0%,-17.6%,17.5%,-1.1,-1.6%,-12.6%,5.2,1.1%,-1.0%
CCCN1CCC(=O)N([C@H](CSc2ccccc2)Cc2ccccc2)CC1,2.3%&-0.2%,-7.7%,2.9%,-2.4,4.2%&-3.9%,-2.2%,-1.3,-7.3%[57.1 µM],0.1%
CCCCN1C(=O)C(CC(=O)NCCc2ccccn2)CC(C(=O)N(CC)CC)=C1C (configuration not stated),0.0%,-12.5%,0.0%,-2.6,2.5%,-0.3%,-4.7,/,/
CCCOn1c(OCC(C)C)nc2ccccc2c1=O,-3.5%,-15.5%,4.4%,1.2,0.6%,-7.0%,-6.5,-7.8%,-0.5%
Cc1ccc(-n2nc3c(=O)n(CCCC(=O)NCc4ccco4)nc(C)c3c2C)cc1,-3.2%,-18.3%,7.9%,-5.1,-7.7%,2.1%,-2.4,4.3%,3.5%
Cc1cc(C(=O)N2CC(C)CC(C)C2)c(C)o1 (configuration not stated),-4.8%,-18.6%,23.2%,-3.9,-13.0%,-2.8%,-3.3,6.3%,1.0%
OCCCNc1ncnc2c1cnn2-c1ccc(Cl)cc1,-10.5%,-15.5%,-7.3%,-2.6,-3.5%,-1.4%,-3.3,6.5%,0.7%
CCCCC1CCC(C(=O)Nc2ccc(N3CCOCC3)cc2N2CCOCC2)CC1 (configuration not stated),-4.1%,-29.5%,0.6%,1.1,-12.9%,-4.2%,-0.9,-10.3%,1.1%
c1ccc(-c2nc3ccccc3s2)nc1,3.9%&-6.0%,3.0%&-21.6%,2.2%&3.7%,-13.1&1.5,1.3%&-4.9%,-8.9%&4.1%,-3.1&-6.6,2.7%&6.3%,0.1%&0.0%
O=C1CSC(c2cccnc2)N1C1CCCCC1 (configuration not stated),-5.4%,-14.5%,-3.7%,-7.6,-9.7%,/,0.0,2.6%,2.3%
CCOC(=O)c1cnc2c(OC)cccc2c1Nc1cccc(O)c1,-3.3%,-22.4%,20.9%,-3.3,-1.5%,4.8%,-4.8,2.0%,-0.6%
COc1cc(NC(=O)CSc2nnc(C)s2)cc(OC)c1OC,0.4%,-10.0%,5.7%,-5.6,-0.8%,-1.1%,6.7,0.3%,1.7%
COc1ccc(NC(=O)N2CCc3ccccc3C2)cc1OC,0.5%,-22.6%,4.6%,1.2,-16.2%,5.1%,-3.1,10.6%,-0.1%
Cc1ccc(NC(=O)CSCc2ccco2)cc1,0.1%,-12.9%,-3.0%,-9.3,0.3%,5.4%,-1.8,1.3%,1.1%
O=C(COc1ccccc1[N+](=O)[O-])NCC1COc2ccccc2O1 (configuration not stated),-3.6%,-0.4%,5.8%,2.7,4.0%,5.3%,-1.3,-8.0%[57.1 µM],/
CCc1noc(C)c1C(=O)Nc1nc(-c2ccc(NC(C)=O)cc2)cs1,-2.7%,-9.7%,5.5%,0.7,-5.9%,3.8%,-1.6,-4.5%,0.1%
CC1CCCC(NC(=O)CCNC(=O)c2ccc(Br)cc2)C1C (configuration not stated),-0.1%,-16.9%,-0.1%,-5.4,-3.8%,9.0%,1.9,-6.0%,1.5%
COc1ccccc1C(=O)N/N=C/c1ccc2c(c1)OCO2,0.4%,3.1%,3.1%,-2.1,-0.1%,-0.7%,7.0,-6.6%,2.2%
N#Cc1cc(Br)ccc1N=C1CCCN1c1ccccc1,-4.8%,-18.5%,2.8%,3.2,-2.6%,5.8%,-4.4,-8.3%,0.2%
O=C(CN1CC(=O)Oc2ccccc21)NCc1ccco1,-1.8%,-22.3%,-1.9%,10.5,-16.3%,-3.2%,-8.9,8.0%[57.1 µM],-0.4%
CC(/C=C/c1ccc2c(c1)OCO2)=N\NC(=O)C(O)c1ccccc1 (configuration not stated),-1.6%,-23.5%,2.4%,-6.7,0.0%,6.3%,-1.4,0.5%[57.1 µM],-4.2%
Cn1c(SCc2nc(-c3ccc(Cl)cc3)no2)nnc1-c1ccco1,-0.5%,?,6.7%,-7.1,7.1%,1.4%,1.4,10.3%,-0.6%
O=C(/C=C/c1ccc(S(=O)(=O)N2CCOCC2)cc1)NCc1ccccc1Cl,-2.3%,-17.6%,0.1%,-0.9,2.0%,-16.7%,-5.1,-4.4%,-0.3%
CN(C)c1ccc(C(CNS(=O)(=O)c2ccc([N+](=O)[O-])cc2)N2CCOCC2)cc1 (configuration not stated),-3.6%,-24.1%,0.0%,-2.1,1.1%,-7.7%,-1.2,-1.1%[57.1 µM],-0.5%
O=C(N/N=C/c1ccccc1Cl)C1CC1,-2.0%,-12.1%,5.6%,-1.3,-0.6%,1.1%,-1.1,0.7%,0.1%
CCOc1ccc(N(CC(=O)NCCc2ccc(OC)cc2)S(C)(=O)=O)cc1,-4.3%,-25.2%,9.7%,2.9,-5.2%,-12.7%,-2.2,0.7%,-2.2%
COc1ccc(N2CCN(CC(=O)Nc3ccc(C)cc3)CC2)cc1,-1.7%,-21.3%,-7.2%,-0.3,2.0%,0.7%,-7.0,-2.7%,1.3%
Cc1cccc(OC(=O)c2snnc2C)c1C,-5.2%,-3.1%,0.0%,-14.7,2.2%,4.1%,-2.1,-5.1%,1.1%
CCOC(=O)N1CCC(NC(=O)c2cc(C)c3c(C)nn(-c4ccccc4)c3n2)CC1,-2.4%,-10.2%,0.3%,4.5,-2.4%,-2.4%,-5.7,117.1%[activator],22.9%
COc1cc(-c2cc3nc(NC4CCCCC4)ccn3n2)cc(OC)c1OC,-0.3%,/,/,-1.2,-21.7%,/,4.3,/,/
O=C(COn1nnc2ccc(Cl)cc21)NC1CCS(=O)(=O)C1 (configuration not stated),-3.6%,0.3%,5.6%,-5.5,-0.6%,1.6%,-2.4,-10.8%,0.4%
Cc1ccc(C(=O)CSc2nnc(COc3cccc4cccnc34)o2)cc1,-1.6%,-13.5%,8.0%,-0.6,-4.0%,-2.8%,-4.8,8.5%,-0.7%
Fc1cccc(-n2ncc3c2ncn2nc(COc4ccc(Cl)cc4)nc32)c1,/,-20.6%,/,-2.9,/,/,6.0,1.9%,1.2%
COCCn1c(SCC(=O)NC2CCCC2)nc2c(c1=O)SCC2,-0.8%,-2.8%,-4.5%,-5.0&-2.9,-0.4%,-9.2%,5.2,-6.2%,0.2%
Cc1nn(-c2cccc(Cl)c2)c2c1C(c1cccnc1)C(C#N)=C(N)O2 (configuration not stated),-0.8%,-8.3%,2.5%,23.2,1.6%,-3.4%,-51.0*,-7.8%,1.2%
CCOC(=O)C(=Cc1ccc(OCc2ccc([N+](=O)[O-])cc2)c(OC)c1)C(=O)OCC,-3.1%,-7.3%,-0.6%,-7.7,-26.3%,2.8%,14.0,-7.5%,0.1%

# Printed as active in PI4K2A block, of those listed so far:
smiles | GRP78 ERSR act | USP1 inh | LDHA block | PI4K2A block | TrxR1 substrate | RXFP1 agonist
Cc1nn(-c2cccc(Cl)c2)c2c1C(c1cccnc1)C(C#N)=C(N)O2 (configuration not stated) | -0.8% | -8.3% | 23.2 | -51.0* | -7.8% | 1.2%

# Screening results deposited in PubChem by National Center for Advancing Translational Sciences (NCATS).

# Not all compounds are listed. The share of hits here may be higher or lower than overall.
